Screening results from PubChem BioAssay.
MOR-DOR inv ag: mu-delta opioid heterodimer inverse agonism. AID 504357. inhibition, % at 9.3 µM. hit rate 0.21% among 340,000. P35372+P41143. cell-based MOR-DOR heterodimer luminescence; in the data active means inhibition above about 22%, passing the limit was not always enough;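 further: 0% = cells with DMSO and 100% = wells without cells with DMSO; values of inactives mirror those of a sister screen read the other way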
Target sequence (P35372 whole entry, looked up): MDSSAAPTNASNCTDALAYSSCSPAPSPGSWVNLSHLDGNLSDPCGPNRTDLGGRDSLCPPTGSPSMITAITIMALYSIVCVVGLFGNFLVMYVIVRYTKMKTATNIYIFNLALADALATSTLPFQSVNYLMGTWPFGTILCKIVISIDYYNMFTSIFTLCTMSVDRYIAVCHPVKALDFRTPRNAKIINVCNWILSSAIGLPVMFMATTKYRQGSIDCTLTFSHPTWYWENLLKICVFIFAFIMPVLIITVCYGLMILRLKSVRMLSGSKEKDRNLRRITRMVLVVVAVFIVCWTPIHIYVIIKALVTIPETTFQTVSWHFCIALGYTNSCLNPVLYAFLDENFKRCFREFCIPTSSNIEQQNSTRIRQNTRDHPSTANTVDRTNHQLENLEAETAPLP
Target sequence (P41143 whole entry, looked up): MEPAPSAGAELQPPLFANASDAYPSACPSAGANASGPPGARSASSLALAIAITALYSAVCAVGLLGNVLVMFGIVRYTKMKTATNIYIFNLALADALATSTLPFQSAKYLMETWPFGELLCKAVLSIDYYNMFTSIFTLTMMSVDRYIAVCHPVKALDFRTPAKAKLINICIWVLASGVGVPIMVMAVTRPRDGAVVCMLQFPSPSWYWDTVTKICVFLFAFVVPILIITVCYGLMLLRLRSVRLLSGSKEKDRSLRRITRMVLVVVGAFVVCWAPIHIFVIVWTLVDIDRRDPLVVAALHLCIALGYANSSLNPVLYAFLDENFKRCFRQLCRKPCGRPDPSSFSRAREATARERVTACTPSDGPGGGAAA
PKA-R1A activ: PKA-R1A complex activation. PKA-R1A dissociation, Cy5-IP20 fluorescence polarization; scaled: DMSO 0%, 113 µM cGMP 100%. activation, % at 11.4 µM. hit rate 0.083% among 340,000;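 active means percent activation above the mean of all tested compounds plus 3 SD, cut at about 19% in these data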;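 further: higher means more PKAc released from R1A so a rise in polarization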
Tat export inh: E. coli Tat transport inhibition. E. coli MC4100 TorA-mCherry Tat export, fluorescence. inhibition, % at 10 µM. hit rate 0.036% among 340,000;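 active means mean replicate inhibition at least 50% and at least half of replicates individually reaching 50%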;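 further: exported cargo escapes ClpAP degradation while cytoplasmic cargo is degraded and loses fluorescence; 0% = median of neutral control wells and 100% = median of NaSCN control wells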
SUMO Mot1 rescue: inhibitors of SUMOylation pathway: yeast Mot1-301 growth rescue; S. cerevisiae Mot1-301 growth rescue, ATP luminescence, 38.5C; percent above DMSO median, 100 means doubled; growth rescue, % at 18.8 µM; hit rate 1% among 320,000; AID 2716;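 active means every valid replicate shows activation above 250% relative to neutral control wells; inactive means the rest, any valid replicate at or below 250%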;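 further: OY570 slx delta 5 strain wells were the positive control but not used for scaling; some compounds called inactive have numbers as strong as hits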
DSG3 Ab inh: human desmoglein-3 autoantibody binding inhibition. binding (percent of control), % at 10 µM. DSG3-coupled beads, scFv-anti-DSG3-GFP binding, flow cytometry; active compounds read low. hit rate 0.48% among 310,000. AID 588358. P32926;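 active means binding more than 3 SD below its plate's average and above zero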;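 further: hits lower antibody fragment binding to DSG3; some compounds called inactive have numbers as strong as hits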
MOR-DOR ag: OPRM1-OPRD1 heterodimerization agonism; P35372+P41143; cells, luminescence; activation, % at 9.3 µM; hit rate 0.3% among 340,000; in the data active means activation above about 18%;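 further: 0% = vehicle-treated cells and 100% = reference agonist; values of inactives mirror those of a sister screen read the other way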
Arr AP2 block: human beta-arrestin and AP2 interaction inhibition; FITC-arrestin peptide / GST-AP2 beads, flow cytometry; AP2 beta2 appendage carries R879A mutation; inhibition, % at 10 µM; hit rate 0.31% among 340,000;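 active means inhibition above a set limit, near 3 SD of compounds lacking own fluorescence, cut at about 54% in these data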;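 further: plate controls were DMSO wells for no effect and 5 µM unlabelled arrestin peptide for full effect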
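System: GST-AP2 R879A glutathione beads | Also added: FITC-arrestin peptide, 50 nM | Times: 12 min plus 1 h, RT | Signal: Bead flow cytometry, FITC channel | Buffer or medium: PBS with 0.05% Tween 20 and 0.1% BSA | Read-out basis: Percent drop in bead-associated FITC signal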
phage Ecoli inh: E. coli growth loss with phage present; growth absorbance; AID 651602; inhibition, % at 11.9 µM; hit rate 0.26% among 360,000; in the data active means inhibition above about 11%
E coli growth: reduces bacterial viability in AddAB counter-screen. E. coli V3065 growth, OD600 absorbance, 18 h. inhibition, % at 11.9 µM. hit rate 0.27% among 330,000. AID 449728;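 active means inhibition above the campaign's mean inhibition across all tested compounds plus 3 SD, cut at about 9.9% in these data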;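 further: uninfected addAB+ strain grown without phage in ampicillin broth; 0% = DMSO wells and 100% = ciprofloxacin 0.95 µg/ml wells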
PfHsp90 yeast 2: reduces growth (ATP signal) of yeast expressing P. falciparum Hsp90. S. cerevisiae expressing PfHsp90, BacTiter-Glo ATP, 48 h; yeast lacking PDR1 and PDR3 efflux regulators. inhibition, % at 9.4 µM. hit rate 0.32% among 310,000;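 active means every replicate shows inhibition above about 80%, whatever the replicate mean, limit read from the data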;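 further: 0% = DMSO neutral controls and 100% = 20 µM radicicol positive controls; yeast relying on Plasmodium falciparum Hsp90 in place of its own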
AddAB inh: less growth of phage-infected E. coli with AddAB; E. coli expressing H. pylori AddAB, absorbance growth; inhibition, % at 11.9 µM; hit rate 0.29% among 330,000; AID 435030; in the data active means inhibition above about 12%;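 further: 0% = vehicle wells of infected cells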
* = called active by the depositor. No enrichment for hits. Share with any hit: about 2.8%.

Screening COCCN(C(=O)COC(=O)COc1ccc2ccccc2c1)c1c(N)n(Cc2ccccc2)c(=O)[nH]c1=O returned MOR-DOR inv ag 12, PKA-R1A activ 0, Tat export inh -10, DSG3 Ab inh 106, MOR-DOR ag -2.8, Arr AP2 block -15, phage Ecoli inh 0.0 and PfHsp90 yeast 2 -11.
Screening CCOC(=O)c1nnc(-c2ccccc2)o1 returned MOR-DOR inv ag 3, PKA-R1A activ -10, Tat export inh -5, SUMO Mot1 rescue 109, DSG3 Ab inh 101, MOR-DOR ag -0.5, Arr AP2 block 7, phage Ecoli inh 0.8, E coli growth 1.3 and AddAB inh 2.4.
`COc1ccc(OC)c(-c2csc(NC(=O)CSc3ccc([N+](=O)[O-])cc3)n2)c1` gave MOR-DOR inv ag -18, PKA-R1A activ -6, Tat export inh -3, SUMO Mot1 rescue 8, DSG3 Ab inh 88, MOR-DOR ag 2.5, Arr AP2 block 3, phage Ecoli inh 4.1, E coli growth -0.3, PfHsp90 yeast 2 -13 and AddAB inh 4.0.
Screening CN(C)c1ccc(CNn2cnnc2SCC(=O)NC(C)(C)C)cc1 returned MOR-DOR inv ag 12, PKA-R1A activ -2, Tat export inh 0, SUMO Mot1 rescue 16, DSG3 Ab inh 113, MOR-DOR ag -2.4, Arr AP2 block 10, phage Ecoli inh 1.2, E coli growth -0.2 and AddAB inh 1.0.
For CC(=O)c1nc2ccccc2n1Cc1ccccc1 the results were MOR-DOR inv ag 7, PKA-R1A activ -9, Tat export inh 4, SUMO Mot1 rescue -3, DSG3 Ab inh 95, MOR-DOR ag -1.4, Arr AP2 block -10, phage Ecoli inh -1.9, E coli growth -0.1, PfHsp90 yeast 2 -12 and AddAB inh 0.8.
CCn1c(CC(=O)Nc2ccc(F)cc2)nnc1SCC(=O)Nc1nnc(C)s1 was read as MOR-DOR inv ag -8, PKA-R1A activ -2, Tat export inh -6, SUMO Mot1 rescue -2, DSG3 Ab inh 132, MOR-DOR ag 1.0, Arr AP2 block -2, phage Ecoli inh -0.1, E coli growth -2.0, PfHsp90 yeast 2 -14 and AddAB inh 1.2.
Screening CN(C(=O)CS(=O)(=O)Cc1ccccc1Cl)c1ccccc1 returned MOR-DOR inv ag 15, PKA-R1A activ -8, Tat export inh 5, SUMO Mot1 rescue 350, DSG3 Ab inh 99, MOR-DOR ag -3.1, Arr AP2 block 33, phage Ecoli inh 5.0, E coli growth 3.4, PfHsp90 yeast 2 6 and AddAB inh 2.8.
For Cc1ccc(C(=O)N2CCC(Cc3ccccc3)CC2)cc1[N+](=O)[O-] the results were MOR-DOR inv ag -18, PKA-R1A activ 1, Tat export inh 4, DSG3 Ab inh 102, MOR-DOR ag 3.3, Arr AP2 block 3, phage Ecoli inh 2.7, E coli growth 1.3, PfHsp90 yeast 2 4 and AddAB inh 3.4.
CCOc1ccc2[nH]cc(C(=O)NCc3ccc(F)cc3)c(=O)c2c1 was read as MOR-DOR inv ag -5, PKA-R1A activ -4, Tat export inh 1, SUMO Mot1 rescue -4, DSG3 Ab inh 112, MOR-DOR ag 1.2, Arr AP2 block 11, phage Ecoli inh 1.7 and PfHsp90 yeast 2 11.
Cc1nnc(SCC(=O)NC2CCS(=O)(=O)C2)n1Cc1ccccc1 (stereo unspecified) was read as MOR-DOR inv ag -4, PKA-R1A activ 2, Tat export inh 0, SUMO Mot1 rescue 5, DSG3 Ab inh 100, MOR-DOR ag 0.8, Arr AP2 block 12, phage Ecoli inh 4.7, E coli growth -2.2, PfHsp90 yeast 2 -13 and AddAB inh 0.8.
For Cc1ccccc1NC(=O)CSc1nc(COc2ccccc2)nc2ccccc12 the results were MOR-DOR inv ag -7, PKA-R1A activ 0, Tat export inh -2, SUMO Mot1 rescue 27, DSG3 Ab inh 94, MOR-DOR ag 1.2, Arr AP2 block -3, phage Ecoli inh -1.2, E coli growth -1.1 and AddAB inh 0.4.
COC(=O)C(NC(C)=O)(Nc1nc2ccc(C)cc2s1)C(F)(F)F (stereo unspecified) was read as MOR-DOR inv ag 3, PKA-R1A activ -6, Tat export inh 2, SUMO Mot1 rescue 309, DSG3 Ab inh 99, MOR-DOR ag -0.5, Arr AP2 block -1, phage Ecoli inh 3.0, E coli growth -1.7, PfHsp90 yeast 2 5 and AddAB inh 1.0.
Screening CCOc1ccc(S(=O)(=O)N2CCN(c3ccc(OC)cc3)CC2)c2cccnc12 returned MOR-DOR inv ag 4, PKA-R1A activ -10, Tat export inh 1, SUMO Mot1 rescue 13, MOR-DOR ag -0.6, Arr AP2 block -5, phage Ecoli inh 0.3, E coli growth -0.5, PfHsp90 yeast 2 34 and AddAB inh 1.2.
Screening CCN1C(=O)[C@@H]2[C@H](C1=O)[C@@H]1C[C@H]3C(=O)N(CC)C(=O)[C@H]3[C@@H]3C1=C(C(=O)N1C(=O)OC(=NCC4CC4)[C@]31C)[C@@H]2C returned MOR-DOR inv ag 11, PKA-R1A activ 13, Tat export inh -7, SUMO Mot1 rescue -5, DSG3 Ab inh 103, MOR-DOR ag -2.1, Arr AP2 block -7, phage Ecoli inh 3.7, E coli growth -2.5, PfHsp90 yeast 2 -11 and AddAB inh 1.1.
For CCC(C)(C)C1CCC(NC(=O)N2CCN(c3ccccc3O)CC2)CC1 (stereo unspecified) the results were MOR-DOR inv ag -30, PKA-R1A activ -2, Tat export inh -6, SUMO Mot1 rescue -14, DSG3 Ab inh 95, MOR-DOR ag 3.6, Arr AP2 block 4, phage Ecoli inh 1.8, E coli growth 1.6, PfHsp90 yeast 2 8 and AddAB inh 1.4.
Cn1ncc(Cl)c1C(=O)N1CCN(c2cccc(Cl)c2)CC1 was read as MOR-DOR inv ag 12, PKA-R1A activ 2, Tat export inh 7, SUMO Mot1 rescue 41, DSG3 Ab inh 113, MOR-DOR ag -2.2, Arr AP2 block -6, phage Ecoli inh -0.6, E coli growth 0.9, PfHsp90 yeast 2 10 and AddAB inh 4.4.
Screening O=C(NCc1ccco1)Oc1ccccc1 returned MOR-DOR inv ag 0, PKA-R1A activ -4, Tat export inh -1, SUMO Mot1 rescue -2, DSG3 Ab inh 103, MOR-DOR ag 0.0, Arr AP2 block -1, phage Ecoli inh 0.2, E coli growth -1.9 and AddAB inh 0.4.
COc1cccc(/C=N/Nc2nc(-c3cccnc3)nc3ccccc23)c1 was read as MOR-DOR inv ag 5, PKA-R1A activ 3, Tat export inh -8, SUMO Mot1 rescue 314*, MOR-DOR ag -1.1, Arr AP2 block -11, phage Ecoli inh 1.2, E coli growth 3.9, PfHsp90 yeast 2 -17 and AddAB inh 1.9.
`CS(=O)(=O)N1CCC2CC1c1cc(-c3ccccc3)ccc12` (stereo unspecified) gave MOR-DOR inv ag 1, PKA-R1A activ -1, Tat export inh 10, DSG3 Ab inh 102, MOR-DOR ag -0.2, Arr AP2 block -3, phage Ecoli inh 4.4 and PfHsp90 yeast 2 -13.
`CCn1c(C)[n+](CCOC(C)=O)c2cc(Cl)c(Cl)cc21` gave MOR-DOR inv ag 11, PKA-R1A activ 1, Tat export inh 3, SUMO Mot1 rescue -19, MOR-DOR ag -2.3, Arr AP2 block -16, phage Ecoli inh -1.1, E coli growth 0.8, PfHsp90 yeast 2 1 and AddAB inh 0.6.
Screening Cc1ccccc1NCC(=O)N/N=C\c1ccc([N+](=O)[O-])s1 returned MOR-DOR inv ag -59, PKA-R1A activ 1, Tat export inh -11, SUMO Mot1 rescue 19, DSG3 Ab inh 99, MOR-DOR ag 8.5, Arr AP2 block 5, phage Ecoli inh 2.5, E coli growth -0.8, PfHsp90 yeast 2 -6 and AddAB inh 1.0.
For CSc1cccc(NC(=O)COC(=O)C2(c3ccccc3)CC2)c1 the results were MOR-DOR inv ag -30, PKA-R1A activ 0, Tat export inh 4, SUMO Mot1 rescue 27, DSG3 Ab inh 115, MOR-DOR ag 5.8, Arr AP2 block 5, phage Ecoli inh -1.5, E coli growth -1.3, PfHsp90 yeast 2 5 and AddAB inh 0.2.
For CC(C)(/C=N/NC(=O)CSCc1ccccc1Cl)CCC#N the results were MOR-DOR inv ag 10, PKA-R1A activ 4, Tat export inh 1, SUMO Mot1 rescue 3, DSG3 Ab inh 124, MOR-DOR ag -1.7, Arr AP2 block 18, phage Ecoli inh 0.7, E coli growth -0.9, PfHsp90 yeast 2 12 and AddAB inh 1.1.
For Cn1nnnc1SCCOc1ccc(C#N)cc1 the results were MOR-DOR inv ag 11, PKA-R1A activ 11, Tat export inh -7, SUMO Mot1 rescue -30, DSG3 Ab inh 92, MOR-DOR ag -1.9, Arr AP2 block -1, phage Ecoli inh 2.1, E coli growth -3.0, PfHsp90 yeast 2 15 and AddAB inh -0.7.
`COc1cc(OC)cc(-c2c(-c3cccs3)c3cc(-c4ccc(CN5CCOCC5)cc4)ccc3n2C)c1` gave MOR-DOR inv ag -12, PKA-R1A activ -10, Tat export inh 3, SUMO Mot1 rescue -5, DSG3 Ab inh 99, MOR-DOR ag 1.9, Arr AP2 block 11, phage Ecoli inh 1.1, E coli growth -3.2, PfHsp90 yeast 2 -9 and AddAB inh -1.4.
Screening CCc1c(C2(O)CCCCC2)[nH]c2ncccc12 returned MOR-DOR inv ag 9, PKA-R1A activ 11, Tat export inh -3, SUMO Mot1 rescue -13, DSG3 Ab inh 95, MOR-DOR ag -1.6, Arr AP2 block -1, phage Ecoli inh 2.4, E coli growth -2.2, PfHsp90 yeast 2 -26 and AddAB inh 0.5.
Screening O=C(NCCC1=CCCCC1)c1ccc(F)cc1 returned MOR-DOR inv ag 11, PKA-R1A activ -8, Tat export inh -1, SUMO Mot1 rescue 7, DSG3 Ab inh 99, MOR-DOR ag -2.1, Arr AP2 block -10, phage Ecoli inh 3.3, E coli growth -1.7, PfHsp90 yeast 2 16 and AddAB inh 2.2.
`COc1ccc(C(=O)CSC#N)cc1OC` gave MOR-DOR inv ag 21, PKA-R1A activ 2, Tat export inh -12, SUMO Mot1 rescue -50, DSG3 Ab inh 103, MOR-DOR ag -4.6, Arr AP2 block -5, phage Ecoli inh 0.2, E coli growth 3.2, PfHsp90 yeast 2 -12 and AddAB inh 3.4.
COC(=O)C1CCN(C(=O)c2oc3c(Cl)cc(C)cc3c2C)CC1 was read as MOR-DOR inv ag 19, PKA-R1A activ 1, Tat export inh 4, SUMO Mot1 rescue -16, DSG3 Ab inh 101, MOR-DOR ag -3.6, Arr AP2 block -4, phage Ecoli inh 1.3, E coli growth -0.8, PfHsp90 yeast 2 -6 and AddAB inh -1.5.
O=C(Nc1cccc(-c2ccc3nncn3n2)c1)C(F)(F)F was read as MOR-DOR inv ag 5, PKA-R1A activ -3, Tat export inh -3, SUMO Mot1 rescue 9, DSG3 Ab inh 103, MOR-DOR ag -0.9, Arr AP2 block -10, phage Ecoli inh -0.3, E coli growth -0.2, PfHsp90 yeast 2 -37 and AddAB inh 1.2.
`COc1cc(NC(=O)c2cc(C)nc3ccccc23)cc(OC)c1` gave MOR-DOR inv ag 2, PKA-R1A activ 5, Tat export inh -5, SUMO Mot1 rescue -4, DSG3 Ab inh 102, MOR-DOR ag -0.3, Arr AP2 block 6, phage Ecoli inh 4.6, E coli growth 0.3, PfHsp90 yeast 2 -77 and AddAB inh 0.2.
